HKDC1 inhibitor = HKDC1 hexokinase inhibitors, primary screen, biochemical, fluorescence, uHTS; Q2TB90; recombinant HKDC1, G6PDH/diaphorase resazurin coupled fluorescence; inhibition, % at 20 µM; hit rate 0.16% among 340,000; AID 493160, 2011;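 active = inhibition above about 35% when tested at 20 µM, limit read from the data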;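 also: plate controls were DMSO wells with enzyme for no effect and DMSO wells lacking enzyme for full effect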
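Test system: HK5 enzyme. Quantity: 5 µg/mL HK5 final. Reagent: glucose and ATP substrates. Schedule: 90 min reaction incubation at room temperature, dark. Technique: resazurin-to-resorufin fluorescence via G6PDH and diaphorase coupling, 525/613 nm. Control set: DMSO wells with and without enzyme mix.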
SENP8 block-1 = human SENP8 protease inhibitors, primary screen, biochemical, fluorescence, Nedd8 protein substrate, uHTS; AID 602440, 2012; inhibition, % at 20 µM; hit rate 0.64% among 360,000; recombinant SENP8; in the data active = inhibition mostly above about 40%, no sharp cut-off; inactive = mostly below about 27%
SENP6 inh = SENP6 protease inhibitors, primary screen, biochemical, luminescence, uHTS. Sentrin-specific protease 6 (Homo sapiens), Q9GZR1. Recombinant SENP6 catalytic domain, aminoluciferin luminescence. inhibition, % at 10 µM. hit rate 1.8% among 330,000. AID 2599, 2010;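 active = inhibition above about 50% at the single tested dose, limit read from the data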;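 also: plate controls were DMSO wells with enzyme for no effect and DMSO wells lacking enzyme for full effect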
Target sequence (Q9GZR1 628-1112 limits assumed): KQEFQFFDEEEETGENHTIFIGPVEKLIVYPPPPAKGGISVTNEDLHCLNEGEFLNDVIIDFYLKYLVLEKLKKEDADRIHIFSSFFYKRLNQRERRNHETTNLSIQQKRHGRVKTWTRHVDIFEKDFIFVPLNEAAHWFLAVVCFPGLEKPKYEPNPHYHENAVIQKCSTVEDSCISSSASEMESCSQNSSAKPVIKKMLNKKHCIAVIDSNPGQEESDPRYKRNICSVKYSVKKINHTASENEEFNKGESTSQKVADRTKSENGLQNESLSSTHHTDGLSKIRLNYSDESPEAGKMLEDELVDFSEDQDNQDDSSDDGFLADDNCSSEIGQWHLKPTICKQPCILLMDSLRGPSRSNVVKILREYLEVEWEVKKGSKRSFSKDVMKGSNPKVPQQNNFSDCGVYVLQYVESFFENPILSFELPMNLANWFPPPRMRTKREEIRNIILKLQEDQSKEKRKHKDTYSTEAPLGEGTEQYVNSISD
SENP7 inh = SENP7 protease inhibitors, primary screen, biochemical, luminescence, uHTS. recombinant SENP7, Z-RLRGG-aminoluciferin luminescence, 40 min. inhibition, % at 5 µM. hit rate 1.5% among 330,000. AID 434973, 2010;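 active = inhibition above about 50% at the single test dose, limit read from the data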;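 also: plate controls were DMSO with enzyme for no effect and no enzyme buffer wells for full effect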
Target sequence (Q9BQF6 706-1050 limits assumed): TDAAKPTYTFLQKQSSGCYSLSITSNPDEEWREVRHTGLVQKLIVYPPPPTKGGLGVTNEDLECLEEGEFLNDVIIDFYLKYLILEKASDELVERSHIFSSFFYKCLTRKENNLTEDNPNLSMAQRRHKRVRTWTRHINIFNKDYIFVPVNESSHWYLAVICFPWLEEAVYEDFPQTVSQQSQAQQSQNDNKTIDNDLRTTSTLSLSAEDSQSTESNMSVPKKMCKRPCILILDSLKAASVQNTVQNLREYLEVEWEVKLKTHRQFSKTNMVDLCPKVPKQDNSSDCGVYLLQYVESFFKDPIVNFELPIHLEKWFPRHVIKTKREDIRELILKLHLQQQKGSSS
Apaf1 inhib = inhibitors of human Apaf-1 apoptosome, primary screen, biochemical, DEVD-Rh110 fluorescence, uHTS. Apoptotic protease-activating factor 1 (Homo sapiens), O14727. reconstituted apoptosome caspase-3 activity. inhibition, % at 20 µM. hit rate 0.71% among 330,000; active = inhibition of at least 40% at 20 µM;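 also: plate controls were DMSO wells for no effect and DEVD-CHO caspase inhibitor wells for full effect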
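Assay system – apoptosome proteins · Medium – Hepes buffer, pH 7.5 · Also added – cytochrome c with DEVD-Rh110 · Timing – 30 min compound preincubation, 50 min activation, room temperature · Detection – Rh110 fluorescence, excitation 480 nm, emission 540 nm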
SENP1 inh = human SENP1 catalytic domain inhibitors, primary screen, biochemical, FRET, uHTS | hit rate 0.21% among 360,000 | inhibition, % at 10 µM | Sentrin-specific protease 1 (Homo sapiens), Q9P0U3 | recombinant SENP1 catalytic domain, CyPet-SUMO1-YPet FRET cleavage | AID 624204, 2012;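 active = inhibition at least 30% at 10 µM, raw YFP signal under a set limit, fluorescence ratio 0.5 to 1.5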;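 also: 0% = enzyme with DMSO and 100% = no enzyme wells; some results filed as inactive read as strong as hits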
Target sequence (Q9P0U3 419-644 limits assumed): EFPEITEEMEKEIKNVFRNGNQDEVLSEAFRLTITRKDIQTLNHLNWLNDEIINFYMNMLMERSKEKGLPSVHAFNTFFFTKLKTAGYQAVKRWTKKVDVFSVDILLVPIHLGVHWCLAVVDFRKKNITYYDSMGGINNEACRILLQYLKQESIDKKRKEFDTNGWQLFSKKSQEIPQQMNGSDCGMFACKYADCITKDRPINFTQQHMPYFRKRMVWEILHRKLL
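Assay system: hSENP1 catalytic domain, recombinant. Amount: SENP1 enzyme, 20 pM final. Schedule: 50 min reaction, RT, dark. Technique: FRET, CFP and YFP emission. Control set: no-enzyme wells low, DMSO-plus-enzyme wells high control.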
SENP8 block-2 = SENP8 protease inhibitors, primary screen, biochemical, luminescence | purified SENP8, Z-RLRGG-aminoluciferin cleavage | inhibition, % at 10 µM | hit rate 1.2% among 330,000 | AID 2540, 2010; in the data active = inhibition above about 50%
PfG6PD inh = PfG6PD enzyme inhibitors, primary screen, biochemical, fluorescence intensity, uHTS; PfGluPho enzyme, NADPH resazurin-diaphorase fluorescence; inhibition, % at 20 µM; glucose-6-phosphate dehydrogenase-6-phosphogluconolactonase (Plasmodium falciparum 3D7); AID 504690, 2011; hit rate 0.78% among 350,000;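 active = inhibition reaching at least a set limit at 20 µM in the primary screen, cut at about 59% in these data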;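 also: 0% = DMSO wells with substrate and 100% = DMSO wells lacking glucose-6-phosphate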
An asterisk follows results filed as active; . = no result given.

SMILES	HKDC1 inhibitor	SENP8 block-1	SENP6 inh	SENP7 inh	Apaf1 inhib	SENP1 inh	SENP8 block-2	PfG6PD inh
Cc1cc(NC(=O)COC(=O)C2CC(=O)N(c3ccc(C)c(Cl)c3)C2)no1 (stereo unspecified)	-4	11	-15	7	5	2	-1	-5
Cc1cc(C)n(CCNS(=O)(=O)c2ccc(Cl)cc2)n1	-6	3	-4	-8	-9	2	0	-2
COc1ccc2oc(=O)c(C(=O)N3c4ccccc4CC3C)cc2c1 (stereo unspecified)	-5	9	-6	-10	3	0	-7	-1
O=C(/C(=C/O)N=Nc1ccccc1)c1ccco1	2	13	-1	3	8	10	4	25
COc1ccc(-c2cc(-c3ccccc3)nc(SC(C)C(=O)O)c2C#N)cc1 (stereo unspecified)	0	-67	13	-11	18	1	2	-10
Cc1cc2ccccc2cc1CN1CCCCC1	-6	5	-12	4	3	8	12	-8
CCOc1ccc(N(CC(=O)NCc2ccccc2OC)S(C)(=O)=O)cc1	-3	12	10	6	-13	0	1	-3
CCOC(=O)CCCCCC(=O)Nc1ccc2c(c1)CC(=O)N([C@@H](C)CO)C[C@@H](C)[C@@H](CN(C)C(=O)Nc1ccc(C(F)(F)F)cc1)O2	0	6	8	6	19	-2	8	22
CCOc1cc(/C=N/Nc2nnc(C)n2N)ccc1OC(C)=O	2	21	-8	-1	1	1	-4	53
Cc1cc(N2CCN(C(=O)c3ccco3)CC2)n2ncc(-c3ccccc3)c2n1	-1	-482	-15	-11	35	-1	-13	2
CCN(CC)CCNc1nc(-c2ccccc2)nnc1C(F)(F)F	7	12	10	2	-8	3	8	-12
O=C(Nc1c[nH]c2c(Cl)cccc2c1=O)N1CCN(c2ccccn2)CC1	-5	-303	-25	4	-3	2	-7	1
CCOC(=O)[C@@H]1[C@H]2COc3ccc(Br)cc3[C@H]2N2C(=O)N(c3ccc(F)cc3)C(=O)[C@@]12C	-2	10	-14	6	9	-1	-5	3
CC(C)(C)C(=O)Nc1sc2c(c1C#N)CCC2	-10	2	-14	-2	2	-1	-3	12
CCCc1[nH][nH]c(=O)c1C(c1ccc(Cl)cc1)C(C#N)C#N (stereo unspecified)	9	4	4	11	-1	-14	-3	12
Cn1nnnc1Sc1ncnc2scc(-c3ccc([N+](=O)[O-])cc3)c12	7	1	6	2	-2	1	9	11
COCn1c(C(O)c2ccccc2)cc2ccccc21 (stereo unspecified)	-5	1	2	12	-11	-8	-3	-6
O=C(Nc1nc(-c2ccccc2)cs1)c1ccc(=O)[nH]c1	-3	-40	-21	0	4	-7	-12	14
Cc1ccc[n+](CC(=O)Nc2ccc([N+](=O)[O-])cc2Cl)c1	-4	20	-2	0	-3	2	4	14
CCOc1ccc(S(=O)(=O)N2CCN(C(=O)CCC(=O)N3CCOCC3)CC2)cc1	-2	11	-12	12	-1	1	-3	-4
CCCn1c(=O)n(C)c(=O)c2c(SCC(=O)NCc3ccco3)nc(C3CC3)nc21	2	9	-14	1	-1	-12	-6	1
CCOc1ccc(Br)cc1S(=O)(=O)Nc1ccc(NC(=O)c2ccccc2F)cc1	-3	22	0	-7	19	3	1	5
Cc1ccc(C)c(NC(=O)C(OC(=O)c2ccc(C)s2)c2ccccc2)c1 (stereo unspecified)	-10	8	-1	11	18	2	0	-18
O=C(CN1C(=O)c2cccnc2Oc2ccc(Cl)cc21)Nc1ccc(F)cc1	-1	-126	-12	-1	-4	-35	8	9
O=[N+]([O-])c1ccc(N2CCOCC2)cc1NC(c1ccccc1)c1ccccc1	8	28	-2	7	0	1	-6	12

Laid out differently: 6 of the compounds above.
Compound | HKDC1 inhibitor | SENP8 block-1 | SENP6 inh | SENP7 inh | Apaf1 inhib | SENP1 inh | SENP8 block-2 | PfG6PD inh
COc1ccc(-c2cc(-c3ccccc3)nc(SC(C)C(=O)O)c2C#N)cc1 (stereo unspecified) | 0 | -67 | 13 | -11 | 18 | 1 | 2 | -10
Cc1cc2ccccc2cc1CN1CCCCC1 | -6 | 5 | -12 | 4 | 3 | 8 | 12 | -8
CCOc1ccc(N(CC(=O)NCc2ccccc2OC)S(C)(=O)=O)cc1 | -3 | 12 | 10 | 6 | -13 | 0 | 1 | -3
CCOC(=O)CCCCCC(=O)Nc1ccc2c(c1)CC(=O)N([C@@H](C)CO)C[C@@H](C)[C@@H](CN(C)C(=O)Nc1ccc(C(F)(F)F)cc1)O2 | 0 | 6 | 8 | 6 | 19 | -2 | 8 | 22
CCOc1cc(/C=N/Nc2nnc(C)n2N)ccc1OC(C)=O | 2 | 21 | -8 | -1 | 1 | 1 | -4 | 53
Cc1cc(N2CCN(C(=O)c3ccco3)CC2)n2ncc(-c3ccccc3)c2n1 | -1 | -482 | -15 | -11 | 35 | -1 | -13 | 2

Next entries.
SMILES	HKDC1 inhibitor	SENP8 block-1	SENP6 inh	SENP7 inh	Apaf1 inhib	SENP1 inh	SENP8 block-2	PfG6PD inh
COc1cccc(COC(=O)c2ccc3c(=O)n4c(nc3c2)CCC4)c1OC	-1	-14	5	-2	9	-2	5	5
NCCCCCc1nnc(SC/C=C/c2ccccc2)o1	-5	24	-14	-5	0	1	-20	7
O=C(Nc1cc2c(cc1C(=O)O)OCCCO2)c1ccc(F)cc1F	-4	12	18	5	8	3	0	1
CCOCC(=O)Nc1cccc(SC)c1	-7	5	3	-9	-5	2	-9	-1
CCN(CC(=O)Nc1c(F)cccc1F)C(=O)c1ccccc1F	-4	13	-10	-2	2	2	-1	2
CCOC(=O)/C(C#N)=C/Nc1ccccc1NS(=O)(=O)c1ccc(C)c(C)c1	-3	1	-17	-5	6	1	-7	-6
COc1cc(Cl)c(CNC[C@H]2O[C@@H](n3ccc(=O)[nH]c3=O)[C@H](O)[C@@H]2O)c(Cl)c1O	-1	3	.	.	.	3	.	32
O=C(O)C1C2CCC(O2)C1C(=O)Nc1cccc(F)c1 (stereo unspecified)	.	.	-9	-8	-8	.	-7	.
CCC(Sc1n[nH]c(=O)[nH]c1=O)C(=O)OCc1ccccc1 (stereo unspecified)	1	29	-11	0	-7	0	-7	-4
Cc1cccc(C)c1NC(=O)c1c(C)nn(-c2ccccc2)c1Cl	-8	27	-11	5	12	3	6	5
Fc1ccc(OCCOCCOc2cccc3[nH]ccc23)cc1	-2	-31	-14	-2	6	1	-3	-6
COC(=O)C1=C(C(=O)OC)SC(=C2C(=S)C(C)(C)N(C(=O)C3CC3)c3ccccc32)S1	-1	42*	10	10	-2	5	-5	24
O=C(Cc1ccc(Cl)cc1Cl)NCc1cccnc1	-2	-1	-19	-12	8	-2	-5	-2
COc1ccccc1N1CCN(C(=O)C(=O)c2c(C)n(C)c3ccccc23)CC1	-5	10	11	3	17	3	-2	-6
C[C@H]1CN=C(Nc2ccccc2)N1CCC1CCCCC1	-7	21	1	0	1	-2	-1	-3
COc1ccc(S(=O)(=O)n2ccc(C)n2)cc1C	7	10	-39	-16	10	3	1	-3
CCOC(=O)C(/C=C(\C#N)C(=O)OCC)=C(/N)N1CCN(c2c(C)cccc2C)CC1	5	23	-23	-6	26	2	-5	7
COc1ccc2nc(NC(=O)C(NS(=O)(=O)c3cccs3)C(C)C)sc2c1 (stereo unspecified)	-8	-4	-13	-2	-3	1	3	-2
O=C(/C=C\c1ccccc1)Nc1nccs1	-4	5	83*	88*	8	4	61*	0
Cc1ccc(/C=C(\C#N)C(=O)NCC2CCCO2)o1 (stereo unspecified)	11	-13	-9	-6	2	-14	-11	4
Cc1ccc(S(=O)(=O)NCC(c2ccco2)N2CCc3ccccc3C2)cc1 (stereo unspecified)	4	4	-3	4	21	-1	1	7
Cc1cccc(/N=C/c2c(O)ccc3oc4c(c23)CCCC4)n1	3	-16	7	2	5	4	6	17
Cn1c(-c2cccs2)[n+](C)c2ccccc21	2	17	8	-4	23	1	-7	-31
COc1ccc(NC(=O)CSc2nc3c([nH]c4ccccc43)c(=O)n2C)cc1	-2	-14	-3	1	-10	1	1	-2
CCOC(=O)CC1C(=O)NCCN1Cc1cccs1 (stereo unspecified)	-3	11	-2	2	-3	0	0	-7

In the list so far, six contain a thiophene ring, fused or not:
SMILES	HKDC1 inhibitor	SENP8 block-1	SENP6 inh	SENP7 inh	Apaf1 inhib	SENP1 inh	SENP8 block-2	PfG6PD inh
CC(C)(C)C(=O)Nc1sc2c(c1C#N)CCC2	-10	2	-14	-2	2	-1	-3	12
Cn1nnnc1Sc1ncnc2scc(-c3ccc([N+](=O)[O-])cc3)c12	7	1	6	2	-2	1	9	11
Cc1ccc(C)c(NC(=O)C(OC(=O)c2ccc(C)s2)c2ccccc2)c1 (stereo unspecified)	-10	8	-1	11	18	2	0	-18
COc1ccc2nc(NC(=O)C(NS(=O)(=O)c3cccs3)C(C)C)sc2c1 (stereo unspecified)	-8	-4	-13	-2	-3	1	3	-2
Cn1c(-c2cccs2)[n+](C)c2ccccc21	2	17	8	-4	23	1	-7	-31
CCOC(=O)CC1C(=O)NCCN1Cc1cccs1 (stereo unspecified)	-3	11	-2	2	-3	0	0	-7

(list continues)
SMILES	HKDC1 inhibitor	SENP8 block-1	SENP6 inh	SENP7 inh	Apaf1 inhib	SENP1 inh	SENP8 block-2	PfG6PD inh
Cc1ccc(S(=O)(=O)c2ccc(Cl)cc2)cc1S(=O)(=O)N1CCN(C)CC1	-7	9	-6	-5	-12	4	-12	2
CCCSc1nnc(CSc2nc(C)cc(C)n2)n1C	-5	12	-16	-7	10	1	-4	6
CCOC(=O)c1sc(NC(=O)CCN2C(=O)c3ccccc3C2=O)c(C(=O)OCC)c1C	-1	1	-2	-1	13	-1	-6	0
COc1cccc(NC(=O)C(=O)NCC(c2ccco2)N2CCc3ccccc3C2)c1 (stereo unspecified)	-1	5	-9	-2	17	-3	-6	20
Cc1ccc(Nc2nnc(SCC(=O)Nc3ncc(S(=O)(=O)c4ccc([N+](=O)[O-])cc4)s3)s2)cc1	-6	11	-2	5	5	5	-1	-32
COc1ccc(NC(=O)CN2C(=O)CSC(C)C2=O)cc1 (stereo unspecified)	-1	5	-6	5	-6	2	-4	2
CCC(C)C(=O)Nc1c2c(nc3c1CCC3)CCCC2 (stereo unspecified)	-9	20	-18	0	8	1	-13	-18
CC1(C)NC(=O)N(CC(O)CN(c2ccccc2)S(=O)(=O)c2ccc([N+](=O)[O-])cc2)C1=O (stereo unspecified)	3	6	-18	12	4	1	-2	-15
O=C(O)CC(CC(=O)O)n1cccc1	0	7	.	.	.	1	.	14
OCCC1CN(Cc2cccnc2)CCN1CCc1ccccc1 (stereo unspecified)	-4	16	0	8	-8	-2	-7	-6
